AGP1 TOR yeast: yeast TOR pathway AGP1-GFP modulation. S. cerevisiae AGP1-GFP multiplex flow cytometry, 3 h; GFP as percent of DMSO wells. GFP response vs DMSO, % at 10 µM. 320,000 tested, 0.02% active;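 active means GFP response relative to DMSO above a set limit, near screen average plus 3 SD, cut at about 150% in these data; inconclusive means fewer than 70 cells counted for the yeast strain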;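 further: median GFP channel fluorescence of the gated AGP1 strain per well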
CIT2-GFP yeast: modulators of TOR pathway CIT2-GFP in S. cerevisiae; 320,000 tested, 0.065% active; S. cerevisiae CIT2-GFP strain, flow cytometry, 3 h; 100 means same as DMSO wells; GFP response vs DMSO, % at 10 µM;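 active means GFP response relative to DMSO above a set limit, near the screen mean plus 3 SD, cut at about 150% in these data; inconclusive means Fewer than 70 cells measured for a yeast strain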;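 further: ratio of well median GFP fluorescence to mean of DMSO wells on the plate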
MEP2 TOR yeast: modulators of TOR pathway MEP2-GFP in S. cerevisiae; 330,000 tested, 0.51% active; AID 2016; GFP response vs DMSO, % at 10 µM; S. cerevisiae MEP2-GFP strain, flow cytometry GFP, 3 h; 100% = DMSO control level;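 active means GFP response versus DMSO above a set limit, roughly screen mean plus 3 SD, cut at about 180% in these data; inconclusive means fewer than 70 cells counted for a yeast strain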;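 further: median GFP fluorescence of the barcode-gated MEP2-GFP cells per well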
JMJD2C inh: human JMJD2C demethylase inhibition. GST-JMJD2C(1-420) H3K9me3 demethylation, DELFIA europium. inhibition, % at 2.35 µM. 330,000 tested, 0.069% active. AID 2099;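 active means more than half of a compound's replicate wells show inhibition beyond 50%, single wells judged on their own value; inconclusive means some, but no more than half, of replicates pass 50% inhibition; inactive means no replicate passes 50% inhibition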;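 further: signal counts dimethyl H3K9 product captured on neutravidin plate; 0% = median of DMSO wells and 100% = 0.3 times that DMSO median; strong numbers were not always called active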
VLA-4 inh: inhibition in a human VLA-4 binding assay; VLA-4 expressing cells, ligand binding flow cytometry; 330,000 tested, 0.2% active; AID 2557; inhibition, % (about 7 µM as worked out from the volumes in the protocol); in the data active means inhibition above about 50%
Target sequence (P13612 whole entry, looked up): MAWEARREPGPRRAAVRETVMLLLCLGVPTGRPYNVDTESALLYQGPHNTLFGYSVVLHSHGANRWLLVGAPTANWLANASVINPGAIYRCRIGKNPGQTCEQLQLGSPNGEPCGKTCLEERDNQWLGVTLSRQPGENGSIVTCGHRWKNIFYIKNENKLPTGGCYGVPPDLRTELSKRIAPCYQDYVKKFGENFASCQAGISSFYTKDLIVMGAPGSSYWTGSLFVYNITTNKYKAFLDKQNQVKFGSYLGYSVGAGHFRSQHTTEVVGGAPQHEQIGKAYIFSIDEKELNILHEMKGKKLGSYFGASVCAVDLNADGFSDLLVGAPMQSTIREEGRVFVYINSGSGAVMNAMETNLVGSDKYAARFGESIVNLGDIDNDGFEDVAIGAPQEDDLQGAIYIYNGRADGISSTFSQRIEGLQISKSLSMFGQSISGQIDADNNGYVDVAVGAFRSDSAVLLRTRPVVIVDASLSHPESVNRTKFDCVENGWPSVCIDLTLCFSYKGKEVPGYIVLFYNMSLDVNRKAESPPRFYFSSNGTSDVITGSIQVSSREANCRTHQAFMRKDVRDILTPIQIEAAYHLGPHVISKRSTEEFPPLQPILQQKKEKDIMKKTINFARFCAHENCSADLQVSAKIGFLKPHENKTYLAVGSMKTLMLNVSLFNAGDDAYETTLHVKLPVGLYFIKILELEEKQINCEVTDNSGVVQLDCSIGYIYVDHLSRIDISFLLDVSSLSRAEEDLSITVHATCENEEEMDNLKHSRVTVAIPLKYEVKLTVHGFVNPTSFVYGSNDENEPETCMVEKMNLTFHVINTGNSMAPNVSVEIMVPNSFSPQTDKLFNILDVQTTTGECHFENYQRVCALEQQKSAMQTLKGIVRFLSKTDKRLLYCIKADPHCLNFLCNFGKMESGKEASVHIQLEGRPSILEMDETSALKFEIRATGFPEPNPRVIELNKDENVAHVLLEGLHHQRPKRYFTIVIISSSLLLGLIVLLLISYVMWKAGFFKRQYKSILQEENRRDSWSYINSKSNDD
RPL19A TOR yeast: yeast TOR pathway RPL19A-GFP modulation; S. cerevisiae RPL19A-GFP strain, flow cytometry, 3 h; hits give low values; percent response vs DMSO, % at 10 µM; 330,000 tested, 0.3% active; AID 2025;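 active means percent response vs DMSO below 50%; inconclusive means fewer than 70 events counted for the yeast strain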;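 further: median channel GFP fluorescence of the barcoded RPL19A-GFP strain; ratio of sample median GFP to plate DMSO average so 100% = DMSO; lower means less RPL19A-GFP as with rapamycin TOR inhibition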
GRK2 inh: human GRK2 inhibition via aptamer displacement | P25098 | bead flow cytometry, FAM-aptamer displacement from GRK2 | inhibition of aptamer binding, % at 10 µM | 330,000 tested, 0.59% active;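 active means inhibition of aptamer binding above 40%, roughly 3 SD of noise, on plates passing a quality check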;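 further: median bead fluorescence of bound FAM aptamer so fluorescent compounds give negative values; no value below 0 was filed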
LAP4 TOR yeast: yeast TOR pathway LAP4-GFP modulation; 320,000 tested, 0.34% active; S. cerevisiae LAP4-GFP multiplex, flow cytometry GFP, 3 h; median GFP as percent of DMSO wells; GFP response vs DMSO, % at 10 µM; AID 2023;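 active means GFP response vs DMSO above a set limit, about the screen mean plus 3 SD, cut at about 150% in these data; inconclusive means under 70 cell events counted for the yeast strain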
* hit, by the source's call; ? = inconclusive; . = not tested or not shown; [ ] = dose if it differs, or a comment.

AGP1 TOR yeast | CIT2-GFP yeast | MEP2 TOR yeast | JMJD2C inh | VLA-4 inh | RPL19A TOR yeast | GRK2 inh | LAP4 TOR yeast | Molecule
57 | 92 | 123 | 21 | 4 | 74 | 0 | 106 | CCCc1nc2ccccc2c(=O)n1NC(=O)c1c(O)c2ccccc2n(C)c1=O
96 | 107 | 96 | 2 | 11 | 96 | 0 | 87 | CC(CNC(=O)CN1C(=O)CCSc2ccccc21)c1ccccc1 (centres undefined)
95 | 97 | 99 | -5 | 9 | 102 | 0 | 83 | CC(=O)Oc1ccccc1/C=C/c1ccc2ccccc2[n+]1C
101 | 100 | 92 | -5 | -84 | 99 | 7 | 98 | COc1cccc(C(=O)NCC(=O)NCc2cc(=O)n(C)c(=O)n2C)c1
72 | 63 | 86 | -5 | 39 | 92 | 1 | 105 | C=CCN=C1N[C@@H](c2ccccc2)C(C(=O)OC)=C(C)N1CCOC
102 | 103 | 104 | 25 | 4 | 99 | 0 | 90 | COc1ccc(CN(C)CC2CCCN(CCc3ccc(F)cc3)C2)c(OC)c1OC (centres undefined)
106 | 109 | 104 | 22 | 1 | 102 | 2 | 107 | CN(c1cccc(NC(=O)Nc2ccc(Cl)cc2)c1)S(C)(=O)=O
97 | 99 | 100 | 5 | -5 | 99 | 4 | 101 | CC(=O)Nc1ccccc1N(C)S(=O)(=O)c1ccc(C)cc1
114 | 119 | 111 | -4 | 8 | 106 | 1 | 110 | CCOc1cc(C(C#N)N2CCCCC2)ccc1OC (centres undefined)
99 | 106 | 106 | 3 | 18 | 99 | 0 | 97 | COc1ccc(C2CC3(CC(C)(C)NC(=S)N3)Oc3cc(O)cc(C)c32)cc1 (centres undefined)
103 | 104 | 103 | 6 | -8 | 101 | 4 | 104 | CCOc1ccc(CN2CCC(n3nccc3NC(=O)c3ccccc3OC)CC2)cc1
85 | 84 | 95 | 1 | 0 | 101 | 0 | 102 | CNC(=O)C1(CC(C)C)C=CCN1C(C)=O (centres undefined)
103 | 94 | 104 | -4 | 6 | 102 | 1 | 110 | COc1ccc(C(=O)Nn2c(SCC(=O)N3CCC(C)CC3)nc3ccccc3c2=O)cc1
105 | 111 | 111 | 1 | 3 | 104 | 0 | 103 | Cc1nc2ccccc2c(=O)n1N
91 | 98 | 108 | -3 | 2 | 101 | 0 | 87 | c1cnc2ccc(-c3ccc4ncccc4c3)cc2c1
17[may fluoresce violet] | ? | 217*[may fluoresce violet] | 4 | -6 | 65[may fluoresce violet] | 3 | 76[may fluoresce violet] | COC(=O)c1ccc(CO/N=C/c2ccc(OC)cc2OC)cc1
104 | 105 | 103 | 0 | 3 | 95 | 2 | 96 | O=C(c1cc2nc(-c3cccs3)cc(C(F)(F)Cl)n2n1)N1CCCc2ccccc21
107 | 100 | 106 | . | 8 | 108 | 5 | 103 | C=CCC[C@H](Cc1ccc(F)cc1)C(=O)OC[C@@H](NC(=O)[C@@H](CC=C)CC(=O)N[C@H](CO)Cc1ccccc1)C(C)(C)C
104 | 86 | 106 | 0 | -5 | 96 | 0 | 85 | Cc1ccccc1-n1cnc2cc(NCc3cccs3)ccc21
102 | 90 | 101 | 4 | 5 | 96 | 1 | 106 | COCCN(C(=O)COC(=O)Cc1coc2cc(C)ccc12)c1c(N)n(Cc2ccccc2)c(=O)[nH]c1=O
101 | 102 | 98 | -14 | 21 | 99 | 2 | 99 | CCCN1CCN(C(=O)c2oc3ccccc3c2NC(=O)C2CC2)CC1
99 | 101 | 95 | 19 | 6 | 100 | 4 | 101 | c1ccc(-c2nc3ccccc3nc2-c2ccccn2)nc1
108 | 108 | 110 | -4 | 11 | 104 | 14 | 98 | CCCn1cnc2c(c1=O)c1nc3ccccc3nc1n2CCc1ccccc1
98 | 98 | 91 | -19 | 0 | 94 | 3 | 98 | Cc1ccc(C(=O)NCCc2ccccn2)cc1S(=O)(=O)N1CCOCC1
101 | 93 | 101 | 0 | 4 | 97 | 4 | 102 | CCn1c(=S)[nH]c2cc(S(=O)(=O)N3CCCCC3)ccc21
113 | 112 | 114 | -4 | 0 | 111 | 1 | 124 | O=C(COC(=O)/C=C/c1ccccc1[N+](=O)[O-])NCc1ccco1
99 | 91 | 101 | 4 | -1 | 100 | 3 | 97 | O=C(COC(=O)c1ccc(S(=O)(=O)N2CCCC2)cc1)NCc1ccc(F)cc1
102 | 101 | 102 | -33 | 1 | 103 | 1 | 100 | C#CCOc1ccc(OC)cc1C(c1c(C)[nH][nH]c1=O)c1c(C)[nH][nH]c1=O
85 | 73 | 88 | -1 | 12 | 95 | 4 | 105 | CCC1=C(OC(=O)N(CC)CC)N2C(=O)OC(=NCC3CC3)[C@]2(C)[C@H]2C1=CC[C@H]1C(=O)N(CC(=O)OC)C(=O)[C@H]12
109 | 100 | 103 | -4 | 13 | 95 | 1 | 117 | Cc1ccccc1NC(=O)COC(=O)c1cc[n+]([O-])cc1
96 | 101 | 106 | 4 | -2 | 104 | 2 | 93 | Cc1ccsc1-c1cc(C(=O)O)c2c(ccc3ccccc32)n1
93 | 98 | 95 | 3 | 21 | 96 | 0 | 96 | COc1ccccc1/C=C/C=N\N1CCN(Cc2ccccc2Cl)CC1
100 | 99 | 107 | 6 | 25 | 103 | 3 | 105 | NC(=O)c1oc2ccccc2c1NC(=O)c1ccc(F)cc1
101 | 113 | 95 | -5 | 5 | 107 | 0 | 110 | CC(C)N1CCN(c2ccc(OC[C@H]3CO[C@](Cn4cncn4)(c4ccc(Cl)cc4Cl)O3)cc2)CC1
100 | 104 | 97 | -1 | -2 | 100 | 1 | 91 | CCCC(NS(=O)(=O)c1ccc(OC)cc1)C(=O)O (centres undefined)
116 | 110 | 101 | 1 | 0 | 100 | 1 | 110 | COc1ccc(N(C)S(=O)(=O)c2cccc(C(=O)NC3CCCCC3C)c2)cc1 (centres undefined)
97 | 102 | 135 | -2 | -2 | 98 | 1 | 107 | Cc1cc(OC(C)C(=O)NCCCN2CCCC2=O)c2c(C)c(C)c(=O)oc2c1 (centres undefined)
100 | 99 | 98 | -4 | 13 | 99 | 0 | 99 | O=C(NN1CCOCC1)c1cccc(COc2cccc(Br)c2)c1
89 | 88 | 94 | -7 | 35 | 101 | 1 | 130 | CCCCNc1cc(C(=O)O)cc(S(N)(=O)=O)c1Oc1ccccc1
102 | 96 | 101 | -6 | -2 | 99 | 2 | 102 | CCCCN(CC)CCCNC(=O)c1ccc(CS(=O)(=O)c2ccccc2C)o1
101 | 107 | 105 | 8 | 45 | 112 | 0 | 136 | Cn1ncc2c(N3CCN(c4ccc(Cl)c(Cl)c4)CC3)ncnc21
99 | 101 | 96 | 3 | -5 | 97 | 0 | 93 | CCOC(=O)C1=C(C)NC(C)=C(C(=O)OCC)C1C(=O)OCC(=O)N(C)Cc1ccccc1
95 | 90 | 95 | -5 | 0 | 92 | 0 | 96 | [O-]/C(=C(\C(=S)NCc1ccco1)[n+]1ccccc1)c1ccccc1Br
98 | 104 | 109 | -1 | -8 | 100 | 2 | 100 | O=C(COC(=O)CCC1CCCC1)Nc1ccccc1Sc1ccccc1
100 | 84 | 97 | 8 | -6 | 98 | 1 | 93 | CCOc1ccc(-c2nn[nH]n2)cc1OCC
96 | 95 | 95 | -12 | 14 | 101 | 0 | 94 | O=S(=O)(NCC1CCCO1)c1ccc(S(=O)(=O)N(Cc2ccc(F)cc2)Cc2ccco2)cc1 (centres undefined)
105 | 99 | 101 | -4 | -4 | 99 | 0 | 91 | Cc1nn(-c2ccccc2)c(C)c1NC(=O)COC(=O)c1ccc(S(=O)(=O)C(F)F)cc1
95 | 95 | 103 | -6 | -5 | 97 | 0 | 97 | CCOC(=O)c1cn(C2CC2)c2c(F)c(NCCCN(C)C)c(F)cc2c1=O
96 | 90 | 94 | 8 | 12 | 95 | 0 | 87 | CC1=C(C(=O)N2CCCCC2)C2(CCC(C)CC2)OC1=O (centres undefined)
92 | 84 | 98 | 8 | -20 | 94 | 0 | 88 | Cc1nn(Cc2c(Cl)cccc2Cl)c(C)c1NC(=O)c1cnn2c(C(F)F)cc(-c3ccccc3)nc12

Sorted by length of the SMILES (smallest number first): 3 of the compounds above.
AGP1 TOR yeast | CIT2-GFP yeast | MEP2 TOR yeast | JMJD2C inh | VLA-4 inh | RPL19A TOR yeast | GRK2 inh | LAP4 TOR yeast | Molecule
95 | 97 | 99 | -5 | 9 | 102 | 0 | 83 | CC(=O)Oc1ccccc1/C=C/c1ccc2ccccc2[n+]1C
96 | 101 | 106 | 4 | -2 | 104 | 2 | 93 | Cc1ccsc1-c1cc(C(=O)O)c2c(ccc3ccccc32)n1
95 | 90 | 95 | -5 | 0 | 92 | 0 | 96 | [O-]/C(=C(\C(=S)NCc1ccco1)[n+]1ccccc1)c1ccccc1Br

Going on with the list:
AGP1 TOR yeast | CIT2-GFP yeast | MEP2 TOR yeast | JMJD2C inh | VLA-4 inh | RPL19A TOR yeast | GRK2 inh | LAP4 TOR yeast | Molecule
94 | 107 | 94 | 15 | -2 | 97 | 5 | 99 | COC(=O)CSc1nnc(CNC(=O)c2ccc(OC)cc2OC)n1C
98 | 96 | 98 | 7 | 5 | 97 | 4 | 97 | CC(C)NC(=O)NC(=O)COc1ncnc2sccc12
91 | 80 | 96 | 6 | 3 | 94 | 0 | 106 | O=C(N/N=C/c1cc(Cl)ccc1O)c1ccc(Br)cc1
100 | 96 | 103 | -1 | 8 | 99 | 0 | 94 | O=P(c1cccs1)(c1cccs1)c1cccs1
100 | 98 | 107 | -5 | 11 | 98 | 6 | 101 | Cc1oc(C(=O)O)cc1COc1ccc2c(C)cc(=O)oc2c1
104 | 91 | 99 | 1 | 20 | 95 | 0 | 108 | Cc1cccc(C)c1N1C(=O)[C@@H]2C(c3ccccc3Cl)=NO[C@@H]2C1=O
91 | 89 | 98 | 2 | 0 | 96 | 2 | 92 | Cc1ccc(S(=O)(=O)N2CCC[C@H]2C(=O)OCC(=O)Nc2ccc3c(c2)OCO3)cc1

Compound profiles (already shown).
Profile of CC(C)NC(=O)NC(=O)COc1ncnc2sccc12 → AGP1 TOR yeast: 98; CIT2-GFP yeast: 96; MEP2 TOR yeast: 98; JMJD2C inh: 7; VLA-4 inh: 5; RPL19A TOR yeast: 97; GRK2 inh: 4; LAP4 TOR yeast: 97
Profile of COC(=O)CSc1nnc(CNC(=O)c2ccc(OC)cc2OC)n1C → AGP1 TOR yeast: 94; CIT2-GFP yeast: 107; MEP2 TOR yeast: 94; JMJD2C inh: 15; VLA-4 inh: -2; RPL19A TOR yeast: 97; GRK2 inh: 5; LAP4 TOR yeast: 99

Three records drawn at random from those above:
AGP1 TOR yeast | CIT2-GFP yeast | MEP2 TOR yeast | JMJD2C inh | VLA-4 inh | RPL19A TOR yeast | GRK2 inh | LAP4 TOR yeast | Molecule
93 | 98 | 95 | 3 | 21 | 96 | 0 | 96 | COc1ccccc1/C=C/C=N\N1CCN(Cc2ccccc2Cl)CC1
98 | 96 | 98 | 7 | 5 | 97 | 4 | 97 | CC(C)NC(=O)NC(=O)COc1ncnc2sccc12
108 | 108 | 110 | -4 | 11 | 104 | 14 | 98 | CCCn1cnc2c(c1=O)c1nc3ccccc3nc1n2CCc1ccccc1
